PfHsp40 rescue: restores yeast growth despite PfHsp40 toxicity; AID 504582; growth rescue, % at 12.5 µM; S. cerevisiae expressing PfHsp40, growth rescue, ATP luminescence; 340,000 compounds, 0.68% hits; in the data active = growth rescue above about 28%, passing the limit was not always enough; inconclusive = no clear call, values can overlap the other calls;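 note: yeast W303a lacking pdr1 and pdr3 grown in galactose medium; growth measured after three days at 30 °C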
BoNT-A LC inh2: inhibitors of Botulinum neurotoxin A light chain protease; multiplex microsphere protease substrate cleavage, flow cytometry; inhibition, % at 10 µM; 360,000 compounds, 0.17% hits; note: plate controls were buffer without enzyme for full effect and enzyme alone for no effect
Anthrax LF inh2: blocks Bacillus anthracis lethal factor protease; P15917; multiplex microsphere protease cleavage assay, LF; inhibition, % at 10 µM; 360,000 compounds, 0.12% hits; note: plate controls were buffer without enzyme for full effect and enzyme alone for no effect
Target sequence (P15917 whole entry, looked up): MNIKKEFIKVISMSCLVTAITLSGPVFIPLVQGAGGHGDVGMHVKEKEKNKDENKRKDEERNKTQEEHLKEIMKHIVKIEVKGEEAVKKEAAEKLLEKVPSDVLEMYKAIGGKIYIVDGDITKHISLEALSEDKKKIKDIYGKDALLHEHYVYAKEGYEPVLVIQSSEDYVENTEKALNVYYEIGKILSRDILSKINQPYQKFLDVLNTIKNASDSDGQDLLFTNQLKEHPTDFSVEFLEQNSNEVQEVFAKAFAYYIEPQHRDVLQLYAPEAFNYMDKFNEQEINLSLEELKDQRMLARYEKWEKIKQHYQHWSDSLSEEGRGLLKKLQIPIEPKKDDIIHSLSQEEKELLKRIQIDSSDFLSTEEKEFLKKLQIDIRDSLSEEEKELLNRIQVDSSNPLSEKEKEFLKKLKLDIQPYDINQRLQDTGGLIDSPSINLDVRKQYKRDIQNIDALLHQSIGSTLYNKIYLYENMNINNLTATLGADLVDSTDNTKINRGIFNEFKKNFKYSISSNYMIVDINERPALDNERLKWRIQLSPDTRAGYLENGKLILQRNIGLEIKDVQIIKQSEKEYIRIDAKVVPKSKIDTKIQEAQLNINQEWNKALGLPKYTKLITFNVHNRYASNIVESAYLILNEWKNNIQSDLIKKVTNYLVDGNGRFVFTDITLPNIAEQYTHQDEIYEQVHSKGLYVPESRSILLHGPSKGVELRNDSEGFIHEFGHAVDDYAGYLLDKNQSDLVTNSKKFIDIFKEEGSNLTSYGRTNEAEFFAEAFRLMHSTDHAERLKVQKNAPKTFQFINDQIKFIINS
BH1578 lux ind: inducers of Vibrio cholerae quorum light production without autoinducers; activation, % at 18.7 µM; 350,000 compounds, 0.16% hits; V. cholerae BH1578 lux reporter, luminescence, 6 h; AID 588436; in the data active = activation mostly above about 9.7%, no sharp cut-off; inconclusive = no clear call, values can overlap the other calls; inactive = mostly below about 3.7%; note: not every result past the cut was called active; inactives centre near 0; reference of the scale not given here
Yp Topo-I inh: inhibitors of Yersinia pestis topoisomerase I; Y. pestis Topo-I cleavage product accumulation, plate reader; activity, % at 10 µM; 360,000 compounds, 0.064% hits; AID 504884; in the data active = activity above about 50%, passing the limit was not always enough; inconclusive = no clear call, values can overlap the other calls; note: inactives centre near 2
TcdB GH inh: inhibitors of Clostridioides difficile toxin B glycohydrolase; P18177; TcdB glycohydrolase enzymatic assay, plate reader; inhibition, % at 9.99 µM; 350,000 compounds, 0.24% hits; AID 652162; in the data active = inhibition above about 10%
PrPC TRFRET: cell surface PrPC inhibition, primary TR-FRET screen | P04156 | TR-FRET read-out | inhibition, % at 13.8 µM | 370,000 compounds, 0.43% hits; in the data active = inhibition above about 24%; note: 0% = median of the test wells and 100% = reference compound wells
SSB-PriA inh: blocks PriA binding to SSB C-terminal tail. AID 1272365. 430,000 compounds, 0.6% hits. inhibition, % at 33 µM. AlphaScreen SSBct-PriA binding, biotinylated peptide; in the data active = inhibition mostly above about 37%, no sharp cut-off; inactive = mostly below about 20%;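 note: plate controls were negative control peptide for no effect and reference peptide for full effect; strong numbers were not always called active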
SARS 3CLpro inh: SARS-CoV 3CLpro protease inhibition; recombinant SARS-CoV 3CLpro, quenched FRET peptide cleavage; P0C6X7; 290,000 compounds, 0.14% hits; inhibition, % at 6 µM; in the data active = inhibition above about 12%
Starred values were filed as active, the others as inactive; i = inactive; ? = inconclusive; · = not tested or not shown; & = joins results of further samples. Cut-off read from the data, not from the text of the source, unless noted: active = inhibition above about 30%; inconclusive = no clear call, values can overlap the other calls; inactive = below that. Not all compounds are listed (hit frequency here may not be typical).

SMILES	PfHsp40 rescue	BoNT-A LC inh2	Anthrax LF inh2	BH1578 lux ind	Yp Topo-I inh	TcdB GH inh	PrPC TRFRET	SSB-PriA inh	SARS 3CLpro inh
COc1ccc(NC(=O)COc2cccc3c2CCN(C)C3=O)c(OC)c1	-0.7	0.1	-2	1.3	1	0.0	0	-3	-4
Cc1c(C(c2cc3c(cc2Br)OCO3)c2c(C)n(C)n(-c3ccccc3)c2=O)c(=O)n(-c2ccccc2)n1C	-0.2	-1.2	-3	-0.2	5	3.1	2	-6	1
CCOC(=O)c1c(-c2ccc(-c3ccccc3)cc2)csc1NC(=O)C1C2CCC(O2)C1C(=O)O (stereo unspecified)	-0.4	0.2	-9	i	20	·	10	-1	4
COc1cccc(C(=O)NC(=S)N2CCN(c3ccc(C(F)(F)F)cc3[N+](=O)[O-])CC2)c1	0.3	0.6	-2	-0.2	6	0.8	1	4	3
O=C(CNC(=O)c1ccc(Cl)cc1Cl)OCc1cn2cc(Br)ccc2n1	1.1	0.1	-4	i	17	4.3	1	-18	·
COC(=O)C1=C(C)N(Cc2ccccc2)C(=NCCc2c[nH]c3ccccc23)N[C@H]1c1cccc(F)c1	1.1	-0.5	-6	i	-22	1.7	-17	18	·
COC(=O)c1cc(S(=O)(=O)NCC2CCN(Cc3cc(C)ccc3C)CC2)cn1C	-0.2	·	·	-0.2	0	-2.2	-8	-34	1
CCn1cc(S(=O)(=O)Nc2nc3ccc(OC)cc3s2)cn1	0.4	1.7	-2	0.7	8	-0.1	3	3	0
COc1cc2c(cc1OC)C(C)N(CCc1ccc(Cl)cc1)CC2 (stereo unspecified)	·	0.5	-5	i	-4	1.1	-1	-1	·
O=C(NCCOc1ccccc1)C1=CC=CN2CCS(=O)(=O)N=C12	0.0	-0.1	1	i	4	0.4	-5	2	·
Cc1ccc(S(=O)(=O)N2CCN(c3ccccc3)CC2)s1	0.9	3.6	-2	i	9	0.2	-4	11	·
O=C(NCc1cccc(C(F)(F)F)c1)c1cccc(S(=O)(=O)N2CCN(Cc3ccccc3)CC2)c1	4.3	-1.5	0	-0.2	34	-0.9	1	-15	2
CCc1ccc2c(c1)NC(=O)C2(C)Cc1ccc(Cl)cc1 (stereo unspecified)	·	-0.1	-2	-1.2	4	1.8	7	·	·
CC(=O)N1c2ccc(S(=O)(=O)N3CCC(C(=O)N4CC(C)CC(C)C4)CC3)cc2CC1C (stereo unspecified)	-0.2	-0.7	-1	-0.3	20	1.7	0	-13	-2
CCOC(=O)c1sc2nc(C)nc(NCc3ccccc3)c2c1C	0.9	-11	-11	-0.5	?	2.2	12	5	-3
Cc1ccccc1OCC(=O)N/N=C/c1ccc(Sc2nc3ccccc3s2)o1	0.3	0.9	-18	i	14	·	-2	·	-1
COc1ccc(NC(=O)CSc2nnc(-c3ccccn3)n2N)cc1Cl	-0.1	-0.2	3	-0.4	-4	·	2	-8	-2
O=[N+]([O-])c1nn(-c2ccc3c(c2)OCCO3)n(O)c1=NCc1ccc(F)cc1Cl	1.6	0.3	-7	i	2	-0.7	-9	-11	-2
CC1CCN(C(=O)c2ccc(CS(=O)(=O)Cc3ccccc3)cc2)CC1	3.1	-0.6	-2	-0.6	-6	1.9	8	1	0
COc1ccc(CN(CCC(c2ccccc2)c2ccco2)C(=O)c2ccco2)cc1 (stereo unspecified)	0.4	0.0	1	-0.2	50	·	1	5	4
CN(CC(=O)Nc1ccc(Cl)c(Cl)c1)C1CCCCC1	-0.3	-0.7	1	i	7	0.2	14	-28	2
COc1ccc(CC(=O)Nc2cccc3ncccc23)cc1OC	1.1	1.1	-7	-0.7	5	-0.3	-2	-8	2
CCOc1cc(C2C3=C(CC(C)(C)CC3=O)N(CCCOC)C3=C2C(=O)CC(C)(C)C3)ccc1O	-0.7	-0.5	-8	i	10	-0.1	1	0	6
Cc1nnc(NC(=O)CSc2nnc3scc(-c4ccc(C)c(C)c4)n23)s1	-0.1	-0.3	2	-0.3	-7	·	2	-10	-2
O=S(=O)(Cc1ccccc1)c1ccccc1-c1nnc(-c2ccccc2)o1	-0.7	0.0	1	-0.3	2	·	-6	-7	-10
CN(C)CCNC(=O)c1cccc(-c2cnc3c(NC=O)cc(/C=C/c4ccccc4)cn23)c1	·	0.5	-7	i	-23	-6.3	-24	·	·
CCn1c(=O)c2c(O)cc(=O)oc2c2ccccc21	0.0	?	3	i	-1	·	-6	-6	1
COc1cccc(/C(O)=C2\C(=O)C(=O)N(c3ccccn3)C2c2ccccc2OC)c1 (stereo unspecified)	1.7	0.0	-3	7.1	3	·	-3	·	7
CCCc1cc(=O)[nH]c(SCC(=O)Nc2ccc(OC)c(S(=O)(=O)N3CCCCC3)c2)n1	0.8	0.5	-2	-0.2	4	-0.1	3	0	·
CC(=O)Nc1cccc(C(=O)NC2CCCc3c2cnn3-c2cc(C)cc(C)c2)c1 (stereo unspecified)	-0.4	0.9	-1	-7.7	12	2.5	2	6	5
O=C(CNC(=O)c1cccs1)NCCN1CCN(c2ccccc2F)CC1	-2.0	0.5	-2	i	4	-0.3	0	-3	-6
Cn1c(=O)c2c(n(C)c1=O)n(C)c(=O)n2C	·	-0.5	6	-0.3	-1	0.6	5	·	·
Cc1oc2c(CN3CCOCC3)c(O)ccc2c(=O)c1-c1ccc(Br)cc1	-0.9	0.0	-1	·	-4	0.9	-2	-6	-2
NC(=O)CC[C@@H]1NC(=O)[C@H](CO)NC(=O)c2cc([N+](=O)[O-])cc(I)c2NCC[C@@H](C(N)=O)NC1=O	1.8	-0.2	-5	-9.1	-1	1.0	-13	9	3
Cc1ccc(S(=O)(=O)Nc2cccc(Oc3cnccn3)c2)cc1	-0.5	-0.6	-3	-0.2	2	4.7	14	-4	3
Cc1ccc(CN(C)C(=O)c2c(C)nn(-c3ccccc3)c2C)cc1	-0.7	-2.6	-9	-0.2	17	2.1	1	-8	-1
CC1CN(C(=S)Nc2cccc(Cl)c2Cl)CC(C)O1 (stereo unspecified)	-0.5	0.9	1	i	4	1.4	6	-10	1
CC(C)n1c(NCc2c[nH]c3ccccc23)nc2ccccc21	14	-0.1	-3	-0.6	-11	·	1	16	2
O=C(Nc1cccc(S(=O)(=O)NC2=NCCC2)c1)C1CC(=O)N(c2ccc3c(c2)OCCO3)C1 (stereo unspecified)	0.0	-0.2	-7	-0.3	10	0.9	1	7	0
CCOC(=O)C1=C(C)C(c2ccccc2O)NC(=O)N1 (stereo unspecified)	0.0	2.2	0	-0.2	0	·	-9	-4	0
O=C1/C(=C\c2cccnc2)CCc2ccccc21	1.4	0.1	-1	i	-3	·	10	-11	5
O=C(NCCc1ccncc1)Nc1ccc(Cl)c(Cl)c1	-0.1	-0.8	-6	-0.5	-2	3.0	-5	-8	-1
COc1ccc(C2Nc3ccccc3C(=O)N2Cc2ccco2)cc1CN1C(=O)c2ccccc2C1=O (stereo unspecified)	1.2&1.6	-1.3&1.7	-3&2	-6.9	10&10	0.1	-16&-12	8	2&1
Cn1c(SCC(=O)NC2CCCCC2)nnc1-c1cccc(N)c1	-1.2	-0.2	-2	-2.8	-3	·	-4	-15	3
CC(=O)OCC[n+]1c(C)n(-c2ccccc2)c2ccc(Cl)cc21	-0.4	-0.5	0	0.0	0	0.9	2	-3	2
COCCn1c(SCC(=O)N(C)c2c(N)n(Cc3ccccc3)c(=O)[nH]c2=O)nnc1-c1cccc(C)c1	-0.7	-1.9	4	-0.5	-3	0.5	3	-26	·
O=C(Nc1cccc(C(=O)O)c1)/C(=C\c1ccc2c(c1)OCO2)NC(=O)c1ccccc1Cl	-0.7	-1.2	-1	7.7	1	0.2	-4	-19	9
O=C(COC(=O)c1ccc(S(=O)(=O)N2CCCCC2)cc1)NCc1ccccc1	-0.5	-0.1	4	-6.8	29	7.6	1	-3	·
CC(C)CC(c1nnnn1C1CCCC1)N1CCN(c2ccccc2F)CC1 (stereo unspecified)	-1.1	-0.7	1	0.5	-3	·	-7	-3	-2
Cc1ccc(CN2C(=O)CCC2C(=O)NCCc2ccccc2)cc1 (stereo unspecified)	-0.4	0.9	20	-1.0	-2	1.3	4	0	-6

More records.
SMILES	PfHsp40 rescue	BoNT-A LC inh2	Anthrax LF inh2	BH1578 lux ind	Yp Topo-I inh	TcdB GH inh	PrPC TRFRET	SSB-PriA inh	SARS 3CLpro inh
O=C(Nc1cccc(Cl)c1)c1cc([N+](=O)[O-])ccc1N1CCN(CCO)CC1	-0.8	-0.3	-5	-1.6	-5	1.5	-29	8	1
O=C(Nc1cc(Cl)ccn1)C1(c2ccccc2)CC1(Cl)Cl (stereo unspecified)	4.4	·	·	i	-7	2.7	8	-11	1
COc1ccccc1N1CCN(C(=O)C2CCN(C(=O)c3cccc(Cl)c3)CC2)CC1	0.1	1.4	-1	-0.3	24	1.8	-2	-2	-8
CCCOc1ccc(N2C(=O)CC(N3CCC(O)(c4cccc(C(F)(F)F)c4)CC3)C2=O)cc1 (stereo unspecified)	28*	0.3	5	i	-5	·	6	-3	-3
O=C(COc1ccc(S(=O)(=O)N2CCCCC2)cc1)N1CCN(Cc2ccccc2)CC1	-1.7	0.2	-2	i	8	·	6	-10	4
O=C(COC(=O)c1cc(S(=O)(=O)N2CCOCC2)ccc1O)NCC1CCCO1 (stereo unspecified)	-0.2	-0.3	3	·	-4	·	2	7	7
CC1=C(C(=O)OCC(C)C)[C@]23C(=O)c4ccccc4[C@@]2(O1)OC(N)=C3C#N	-1.8	0.2	-3	i	-1	·	2	-3	-8
Cc1onc(-c2ccccc2)c1C(=O)N1CCC(CO)(Cc2ccccc2)CC1	-0.2	2.5	4	-0.4	31	1.3	2	12	-3
CCC(=O)c1ccc(OCC(=O)OCC(=O)NCc2cccs2)cc1	-0.4	-2.2	?	-0.3	-1	-0.7	5	-14	·
CC1(C)CC(=O)C2=C(C1)N(c1cccnc1)C(N)=C(C#N)C2c1cccs1 (stereo unspecified)	-1.1	0.9	-1	-0.3	2	0.5	-1	-2	0

Some of the entries above in another layout:
O=C(Nc1cc(Cl)ccn1)C1(c2ccccc2)CC1(Cl)Cl (stereo unspecified)
  PfHsp40 rescue: 4.4; BoNT-A LC inh2: ·; Anthrax LF inh2: ·; BH1578 lux ind: i; Yp Topo-I inh: -7; TcdB GH inh: 2.7; PrPC TRFRET: 8; SSB-PriA inh: -11; SARS 3CLpro inh: 1
COc1ccccc1N1CCN(C(=O)C2CCN(C(=O)c3cccc(Cl)c3)CC2)CC1
  PfHsp40 rescue: 0.1; BoNT-A LC inh2: 1.4; Anthrax LF inh2: -1; BH1578 lux ind: -0.3; Yp Topo-I inh: 24; TcdB GH inh: 1.8; PrPC TRFRET: -2; SSB-PriA inh: -2; SARS 3CLpro inh: -8

Additional results
SMILES	PfHsp40 rescue	BoNT-A LC inh2	Anthrax LF inh2	BH1578 lux ind	Yp Topo-I inh	TcdB GH inh	PrPC TRFRET	SSB-PriA inh	SARS 3CLpro inh
O=C(CC1C[C@H](C(=O)N2CCOCC2)[C@@]2(CCC3CCCC3)c3[nH]c4ccccc4c3CCN2C1=O)NCCC1=CCCCC1 (stereo partly specified)	1.2	-0.3	3	i	0	1.0	-1	-8	·
COc1ccc(Br)cc1CN(C)CC(=O)NCCc1ccccc1	-0.1	0.2	1	-0.2	37	-2.8	4	-12	0
O=C(COc1ncnc2ccccc12)Nc1ccc(S(=O)(=O)N2CCOCC2)cc1	-0.1	-0.9	0	-0.8	1	1.0	-4	-3	0
O=C(COC(=O)c1ccc(Cl)c(Cl)c1)NC1CCCC1	-0.8	-1.3	-7	1.2	1	2.9	-5	-22	-3
COc1ccc2nc(NC(=O)CSc3nc(SC)ns3)sc2c1	5.1	-0.1	-2	i	0	0.4	10	-16	4
COc1ccc(C2CC(c3cccs3)=NN2C(=O)CSC2=NN3CCCC(=O)N=C3S2)cc1 (stereo unspecified)	3.5	0.1	-2	i	33	1.6	-10	-7	-1
C/C(=N\Nc1ccccn1)c1ccc(OC(F)F)cc1	-0.5	-0.2	-4	-0.4	2	-0.8	-5	·	7

From PubChem BioAssay
